High-throughput results as filed in PubChem.
Nox1 inhibitor: inhibitors of human NADPH oxidase 1 (Nox1) | HT29 cells, luminol chemiluminescence ROS | 0.81% of 16,000 active | inhibition, % at 6.7 µM | Q9Y5S8
S1P1 agonist: activates the human S1P1 receptor | activation, % at 4.5 µM | 1.5% of 16,000 active | S1P1 agonist cell-based reporter assay; in the data active means activation above about 80%
Target sequence (P21453 whole entry, looked up): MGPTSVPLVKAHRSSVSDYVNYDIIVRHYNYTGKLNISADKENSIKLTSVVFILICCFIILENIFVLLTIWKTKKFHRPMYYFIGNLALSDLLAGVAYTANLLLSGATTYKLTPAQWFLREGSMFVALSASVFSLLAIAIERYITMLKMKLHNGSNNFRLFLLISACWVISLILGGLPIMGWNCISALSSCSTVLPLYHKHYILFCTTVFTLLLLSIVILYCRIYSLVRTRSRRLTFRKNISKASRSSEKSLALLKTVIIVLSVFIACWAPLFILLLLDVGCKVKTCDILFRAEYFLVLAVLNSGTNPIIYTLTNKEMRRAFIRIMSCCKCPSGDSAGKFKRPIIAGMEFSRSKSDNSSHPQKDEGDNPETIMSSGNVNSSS
Luminol counter: counter-screen for Nox1 inhibitors: inhibitors of luminol chemiluminescence | HRP/luminol/H2O2 chemiluminescence counterscreen | inhibition, % at 6.7 µM | 0.4% of 16,000 active; further: reference of the scale not given here
TLR4 MyD88 blk: inhibitors of human TLR4-MyD88 binding; 0.06% of 16,000 active; Toll-like receptor 4 (Homo sapiens), O00206; inhibition, % at 10 µM; Cell-based TLR4-MyD88 binding inhibition assay; in the data active means inhibition above about 45%
PME-1 Maybr inh: inhibitors of human PME-1 in Maybridge library. Protein phosphatase methylesterase 1 (Homo sapiens), Q9Y570. recombinant PME-1, FP-Rh probe fluorescence polarization. inhibition, % at 9 µM. 0.5% of 16,000 active; in the data active means inhibition above about 30%
NOTCH ag: agonists of NOTCH signaling; activation, % at 2.5 µM; NOTCH signaling luciferase reporter cells, luminescence; 0.4% of 15,000 active; in the data active means activation above about 2.2%
rat GALR2 agon: agonists of rat galanin receptor 2 (GALR2); AID 833, 2007; activation, % at 10 µM; Galanin receptor type 2 (Rattus norvegicus), O08726; 0.5% of 16,000 active; cell-based GALR2 agonist screen; in the data active means activation above about 15%
OPRK1 antag MB: antagonists of human kappa opioid receptor OPRK1, Maybridge library. Kappa-type opioid receptor (Homo sapiens), P41145. OPRK1 cells, antagonist mode, fluorescence readout. inhibition, % at 9 µM. 0.4% of 16,000 active. AID 652031, 2013; in the data active means inhibition above about 50%
Target sequence (P41145 whole entry, looked up): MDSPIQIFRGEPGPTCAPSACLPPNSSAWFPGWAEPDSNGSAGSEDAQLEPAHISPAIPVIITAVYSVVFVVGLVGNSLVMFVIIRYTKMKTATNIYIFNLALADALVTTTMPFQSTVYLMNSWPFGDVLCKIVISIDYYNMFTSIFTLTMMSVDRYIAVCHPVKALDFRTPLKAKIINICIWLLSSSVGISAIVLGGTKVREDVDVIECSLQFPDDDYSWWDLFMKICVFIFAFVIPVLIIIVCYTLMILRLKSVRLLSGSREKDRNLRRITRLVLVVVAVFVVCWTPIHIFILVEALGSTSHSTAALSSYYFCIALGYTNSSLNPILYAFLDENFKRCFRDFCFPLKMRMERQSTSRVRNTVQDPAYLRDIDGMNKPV
Active calls of the source: *; x = no result given. Unless noted, no stated cut-off is given here; in the data, active means inhibition above about 75%; inactive means the rest. Random draw from the library; 4.3% or so of the library scored in one or more.

The first 14 records, to show the layout:
no. | SMILES | Nox1 inhibitor | S1P1 agonist | Luminol counter | TLR4 MyD88 blk | PME-1 Maybr inh | NOTCH ag | rat GALR2 agon | OPRK1 antag MB
1 | Cc1n[nH]c(C)c1Sc1nc2ccccc2s1 | -1 | 23 | -7 | -6 | 4 | -0.2 | -8 | 4
2 | Cc1cc(/C(N)=N/OC(=O)c2cccs2)c(-c2ccccc2)o1 | 37 | 8 | -5 | 3 | 0 | 2.7* | -9 | -13
3 | O=C(NCc1sccc1CSc1ccc(Cl)cc1)Nc1ccccc1F | -50 | 10 | 1 | -9 | 0 | -0.5 | 0 | 9
4 | CN(C)c1nc(C(C)(C)C)cc2c1C(=O)NC2=O | -52 | -11 | -1 | -1 | 3 | -0.2 | -1 | 2
5 | COc1ccc(CCn2cnn3c(=O)c4ccccc4nc3c2=O)cc1OC | -29 | -6 | -6 | -1 | 0 | -0.3 | -5 | -19
6 | O=C(O)CC(CC(=O)N1CCOCC1)c1ccccc1 (stereo not drawn) | 15 | -4 | -5 | -5 | 6 | 0.0 | -3 | 20
7 | Cc1ccsc1/C=C/C(=O)O/N=C(\N)c1ccc(C(F)(F)F)cc1 | 0 | 100* | 0 | x | -17 | -0.7 | -5 | 6
8 | CC(C)(C)c1cc(C(=O)/C=C2/NC(=O)CS2)no1 | -51 | -3 | 2 | 2 | -1 | 0.5 | -9 | 7
9 | CCc1ccc2[nH]c(C(=O)NCCN3CCCCC3)cc2c1 | 14 | -21 | 5 | -14 | -7 | -0.9 | -4 | -6
10 | O=C(c1cnc2ccccc2n1)N1CCC(O)(c2ccc(Cl)cc2)CC1 | -31 | -3 | 0 | -6 | -1 | -0.3 | -8 | -22
11 | O=C(CC1SC(=NC2CC3C=CC2C3)NC1=O)Nc1cc(Cl)ccc1Cl (stereo not drawn) | -12 | -9 | 0 | -1 | -6 | 0.0 | -7 | -21
12 | COC(=O)c1scc2c(N3CCC(n4cccc4)CC3)cc(C(F)(F)F)nc12 | -28 | -1 | 5 | -10 | -9 | -0.4 | 4 | -15
13 | O=C(c1ccc(Cl)cc1)c1c(Cl)cc(CO)cc1Cl | -14 | 0 | 3 | 6 | 2 | -0.4 | -6 | -5
14 | CN(C)CCCNc1ccc([N+](=O)[O-])c(N2CCOCC2)c1C#N | -20 | -19 | 8 | 3 | -4 | -0.2 | -3 | 19

The listing, from the start:
no. | SMILES | Nox1 inhibitor | S1P1 agonist | Luminol counter | TLR4 MyD88 blk | PME-1 Maybr inh | NOTCH ag | rat GALR2 agon | OPRK1 antag MB
1 | Cc1n[nH]c(C)c1Sc1nc2ccccc2s1 | -1 | 23 | -7 | -6 | 4 | -0.2 | -8 | 4
2 | Cc1cc(/C(N)=N/OC(=O)c2cccs2)c(-c2ccccc2)o1 | 37 | 8 | -5 | 3 | 0 | 2.7* | -9 | -13
3 | O=C(NCc1sccc1CSc1ccc(Cl)cc1)Nc1ccccc1F | -50 | 10 | 1 | -9 | 0 | -0.5 | 0 | 9
4 | CN(C)c1nc(C(C)(C)C)cc2c1C(=O)NC2=O | -52 | -11 | -1 | -1 | 3 | -0.2 | -1 | 2
5 | COc1ccc(CCn2cnn3c(=O)c4ccccc4nc3c2=O)cc1OC | -29 | -6 | -6 | -1 | 0 | -0.3 | -5 | -19
6 | O=C(O)CC(CC(=O)N1CCOCC1)c1ccccc1 (stereo not drawn) | 15 | -4 | -5 | -5 | 6 | 0.0 | -3 | 20
7 | Cc1ccsc1/C=C/C(=O)O/N=C(\N)c1ccc(C(F)(F)F)cc1 | 0 | 100* | 0 | x | -17 | -0.7 | -5 | 6
8 | CC(C)(C)c1cc(C(=O)/C=C2/NC(=O)CS2)no1 | -51 | -3 | 2 | 2 | -1 | 0.5 | -9 | 7
9 | CCc1ccc2[nH]c(C(=O)NCCN3CCCCC3)cc2c1 | 14 | -21 | 5 | -14 | -7 | -0.9 | -4 | -6
10 | O=C(c1cnc2ccccc2n1)N1CCC(O)(c2ccc(Cl)cc2)CC1 | -31 | -3 | 0 | -6 | -1 | -0.3 | -8 | -22
11 | O=C(CC1SC(=NC2CC3C=CC2C3)NC1=O)Nc1cc(Cl)ccc1Cl (stereo not drawn) | -12 | -9 | 0 | -1 | -6 | 0.0 | -7 | -21
12 | COC(=O)c1scc2c(N3CCC(n4cccc4)CC3)cc(C(F)(F)F)nc12 | -28 | -1 | 5 | -10 | -9 | -0.4 | 4 | -15
13 | O=C(c1ccc(Cl)cc1)c1c(Cl)cc(CO)cc1Cl | -14 | 0 | 3 | 6 | 2 | -0.4 | -6 | -5
14 | CN(C)CCCNc1ccc([N+](=O)[O-])c(N2CCOCC2)c1C#N | -20 | -19 | 8 | 3 | -4 | -0.2 | -3 | 19
15 | CCOC(=O)C1SC(c2ccc(Cl)cc2)C(C#N)C1(O)c1ccccc1 (stereo not drawn) | -1 | 5 | -7 | -2 | -4 | 0.1 | -2 | -17
16 | O=[N+]([O-])c1cc(Cl)c(N2CCOCC2)cc1N1CCOCC1 | -74 | -18 | 7 | 6 | -4 | 6.3* | -8 | -11
17 | Cc1nnsc1C(=O)Nc1ccc2c(c1)C(=O)OC2 | -11 | 2 | -2 | 10 | -2 | 0.8 | -6 | -28
18 | CSC(=CC(=O)c1ccc(Cl)cc1)SC | 4 | 7 | -3 | 4 | 1 | 0.5 | -4 | -5
19 | C=CCn1c(=S)sc2c(Sc3nnc(-c4ccco4)o3)ncnc21 | 17 | 11 | -6 | 7 | 7 | -0.1 | -3 | 21
20 | CCNc1nc2ccc(Cl)cc2nc1NCC | -4 | -16 | -2 | 2 | 29 | -0.6 | -5 | -1
21 | CCCOc1c(Cl)cc(C(=O)O)cc1Cl | -31 | -10 | 1 | -1 | -5 | -0.1 | -4 | 14
22 | CSc1n[nH]c(NC(=O)c2ccsc2)c1-c1ccc([N+](=O)[O-])cc1 | 31 | -12 | -4 | -19 | -3 | x | 9 | -8
23 | CCOC(=O)c1csc(Cn2nc(C)c(Br)c2C)n1 | -44 | -17 | -1 | 7 | 2 | 0.1 | -6 | -2
24 | COc1cc(C=Nc2ccc(S(=O)(=O)Nc3nc(C)cc(C)n3)cc2)cc(OC)c1OC | 3 | 7 | -5 | -7 | 7 | -0.6 | -7 | 9
25 | CCOC(=O)C(=CNc1ccc2c(c1)CCN2C(C)=O)C(=O)OCC | -15 | 20 | -7 | -3 | 1 | -0.3 | -2 | -8
26 | CSC(SC)=C(C#N)c1ccccn1 | 6 | 24 | 3 | 9 | 6 | -0.4 | -3 | 4
27 | COc1ccc(NC(NC(=O)c2ccc(OC)cc2)(C(F)(F)F)C(F)(F)F)cc1 | -26 | 4 | -13 | 4 | -2 | -0.3 | -5 | -8
28 | COc1cc(C(=O)OC(Cc2ccccc2)C(F)(F)F)cc(OC)c1OC (stereo not drawn) | -54 | -12 | 0 | 17 | 3 | -0.2 | -5 | -31
29 | CC(=O)Nc1ccc(S(=O)(=O)N2CCN(CC(=O)N3CCOCC3)CC2)cc1 | 10 | 2 | 1 | 2 | -3 | -1.0 | -7 | 10
30 | Oc1ccccc1OCCCCCOc1ccccc1O | -42 | 7 | 2 | -1 | 1 | -0.7 | -7 | 28
31 | COc1ccc(NC(=O)c2c(C)oc3c(F)c(F)c(F)c(F)c23)c(OC)c1 | -22 | -25 | -6 | -6 | 6 | -0.2 | -9 | 2
32 | Cc1ccc(C)n1CCN1CCN(S(=O)(=O)Cc2ccc(Cl)cc2)CC1 | -15 | 1 | -2 | 5 | -1 | -0.5 | -8 | -12
33 | COc1cc(NS(=O)(=O)c2cccc(C(F)(F)F)c2)c(OC)cc1Cl | 15 | 18 | -6 | 8 | 4 | -0.5 | -6 | -17
34 | O=C(NCc1ccco1)NC1CCCCC1 | -38 | 18 | 4 | 1 | 0 | 0.0 | -8 | 7
35 | COC(=O)Nc1cc(OC)cc(C(F)(F)F)c1 | 10 | -5 | -7 | -11 | -2 | 0.1 | -7 | 4
36 | COCCCn1c(-c2csc(C)n2)n[nH]c1=S | -2 | 34 | -1 | 9 | 2 | -0.1 | -7 | 13

Further records:
Letter code – A = Nox1 inhibitor; B = S1P1 agonist; C = Luminol counter; D = TLR4 MyD88 blk; E = PME-1 Maybr inh; F = NOTCH ag; G = rat GALR2 agon; H = OPRK1 antag MB
37) O=S(=O)(c1cc(C(F)(F)F)cc(C(F)(F)F)c1)n1cc2c(n1)CCOC2
  A: 8	B: 17	C: -7	D: 5	E: 6	F: 0.1	G: 1	H: 12
38) O=S(=O)(Nc1[nH]ncc1Br)c1ccc(Cl)s1
  A: -52	B: 3	C: -2	D: 3	E: 1	F: -0.1	G: -5	H: 6
39) Cn1[nH]c(C(F)(F)F)cc1=O
  A: -34	B: -11	C: 0	D: 5	E: -1	F: -0.8	G: -11	H: 7
40) COc1ccc(OCC(O)CNS(=O)(=O)c2ccc(NC(C)=O)cc2)cc1 (stereo not drawn)
  A: -23	B: -3	C: -2	D: -1	E: 6	F: -0.1	G: -2	H: 8
41) O=C(Nc1ccc2nsnc2c1)c1ccccc1N1CCOCC1
  A: 31	B: 1	C: -6	D: -7	E: 5	F: 0.9	G: -4	H: -3
42) CC1CCc2c(sc(NC(=O)CSc3nc4ccccc4o3)c2C#N)C1 (stereo not drawn)
  A: -13	B: 19	C: 0	D: -2	E: -2	F: -0.2	G: -2	H: -2
43) NC(=S)NN=C1C2CC3CC(C2)CC1C3
  A: -6	B: 1	C: -4	D: 6	E: 2	F: 0.5	G: -6	H: 11
44) O=C(CC1OC(=O)c2ccccc21)c1ccccn1 (stereo not drawn)
  A: -2	B: 16	C: 3	D: 8	E: -6	F: -0.2	G: -6	H: -5
45) O=[N+]([O-])c1cc(C(F)(F)F)cc([N+](=O)[O-])c1NCCCn1ccnc1
  A: -49	B: -4	C: 5	D: -7	E: 0	F: -0.2	G: -6	H: -26
46) FC(F)(F)c1ccc(-c2nnc(-c3ccccn3)c(-c3ccccn3)n2)nc1
  A: -11	B: 7	C: 2	D: 3	E: 5	F: -0.7	G: -7	H: 10
47) C[C@@H](N)C(=O)OCc1ccccc1
  A: -6	B: 6	C: -1	D: 0	E: 4	F: -0.2	G: -2	H: 13
48) COc1ccc(C(C)=O)cc1CSCC(=O)Nc1ccc(Cl)cc1
  A: -1	B: 3	C: -4	D: -4	E: 3	F: 0.0	G: -4	H: -20
49) CN1CCC=C(C(=O)N/N=C/c2cccnc2)C1
  A: -36	B: 4	C: 2	D: 1	E: -3	F: -0.4	G: -6	H: 2
50) COc1cc([N+](=O)[O-])ccc1-n1cccc1
  A: 16	B: 34	C: -5	D: -11	E: 4	F: -0.3	G: -8	H: 5
51) CC1=CS/C(=C(\C#N)C(=O)c2ccccc2Cl)N1c1ccccc1Cl
  A: -41	B: -3	C: -1	D: 4	E: 1	F: -0.6	G: 1	H: -12
52) COC(=O)c1sccc1N/N=C(\C)c1ccc(NC(=O)C(Cl)Cl)cc1
  A: -6	B: -16	C: -4	D: -8	E: 0	F: -0.1	G: -6	H: -2
53) Cc1cc(C(=O)n2cc(C)c(-c3cccs3)n2)c(C)o1
  A: -25	B: 13	C: 2	D: x	E: 1	F: -0.5	G: -8	H: -4
54) c1ccc(-c2nnc(-c3csc(-c4cccnc4)n3)o2)cc1
  A: 0	B: 2	C: 1	D: 0	E: 1	F: -0.5	G: -5	H: 11
55) O=c1[nH]n(CCO)c(=O)c2ccccc12
  A: -15	B: -13	C: -2	D: 13	E: -1	F: -0.2	G: -5	H: 0
56) COc1ccc(OC)c(S(=O)(=O)c2ccc(Br)cc2)c1
  A: -42	B: -14	C: 0	D: 5	E: 3	F: -0.9	G: -5	H: -4
57) O=C(/C=C/c1ccc2c(c1)OCO2)Nc1ccc(Cl)cc1Cl
  A: 17	B: 51	C: -1	D: -7	E: 0	F: -1.5	G: -2	H: 9
58) CC(Oc1ccc(Oc2ccc(C(F)(F)F)cc2)cc1)C(=O)NNC(=O)c1ccc([N+](=O)[O-])cc1 (stereo not drawn)
  A: 33	B: 19	C: -4	D: 0	E: 3	F: -0.4	G: -3	H: 18
59) Cc1c(C[C@H](N)C(=O)O)sc2ccccc12
  A: 7	B: -1	C: -2	D: 1	E: 1	F: -0.7	G: -7	H: 6
60) O=C(NC(=O)c1ccno1)Nc1ccccc1Cl
  A: -94	B: -20	C: 2	D: -1	E: -1	F: -0.4	G: -4	H: -2
61) Cc1ccc(C)n1-c1cccc([N+](=O)[O-])c1
  A: -15	B: -1	C: 3	D: 1	E: -1	F: -0.5	G: -5	H: -8
